From PubChem BioAssay
Vc quorum ag: induces V. cholerae light production without autoinducers. activation, % at 18.7 µM. 0.16% of 350,000 active. V. cholerae BH1578 lux reporter, luminescence, 6 h. AID 588436; in the data active means activation mostly above about 9.7%, no sharp cut-off; inconclusive means no clear call, values can overlap the other calls; inactive means mostly below about 3.7%; further: not every result past the cut was called active; inactives centre near 0; reference of the scale not given here
VHR inh abs: blocks human VHR1 dual specificity phosphatase; 0.52% of 290,000 active; inhibition, % at 13.3 µM; recombinant VHR phosphatase, pNPP absorbance; P51452; AID 1654; in the data active means inhibition above about 50%; further: some compounds called inactive have numbers as strong as hits
PfHsp40 yeast: rescue of PfHsp40-mediated yeast toxicity. S. cerevisiae expressing PfHsp40, growth rescue, ATP luminescence. 0.68% of 340,000 active. growth rescue, % at 12.5 µM; in the data active means growth rescue above about 28%, passing the limit was not always enough; inconclusive means no clear call, values can overlap the other calls;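 further: yeast W303a lacking pdr1 and pdr3 grown in galactose medium; growth measured after three days at 30 °C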
Anthrax LF inh2: inhibitors of Bacillus anthracis lethal factor protease; multiplex microsphere protease cleavage assay, LF; 0.12% of 360,000 active; AID 588501; inhibition, % at 10 µM; P15917; in the data active means inhibition above about 30%; inconclusive means no clear call, values can overlap the other calls; further: plate controls were buffer without enzyme for full effect and enzyme alone for no effect
Target sequence (P15917 whole entry, looked up): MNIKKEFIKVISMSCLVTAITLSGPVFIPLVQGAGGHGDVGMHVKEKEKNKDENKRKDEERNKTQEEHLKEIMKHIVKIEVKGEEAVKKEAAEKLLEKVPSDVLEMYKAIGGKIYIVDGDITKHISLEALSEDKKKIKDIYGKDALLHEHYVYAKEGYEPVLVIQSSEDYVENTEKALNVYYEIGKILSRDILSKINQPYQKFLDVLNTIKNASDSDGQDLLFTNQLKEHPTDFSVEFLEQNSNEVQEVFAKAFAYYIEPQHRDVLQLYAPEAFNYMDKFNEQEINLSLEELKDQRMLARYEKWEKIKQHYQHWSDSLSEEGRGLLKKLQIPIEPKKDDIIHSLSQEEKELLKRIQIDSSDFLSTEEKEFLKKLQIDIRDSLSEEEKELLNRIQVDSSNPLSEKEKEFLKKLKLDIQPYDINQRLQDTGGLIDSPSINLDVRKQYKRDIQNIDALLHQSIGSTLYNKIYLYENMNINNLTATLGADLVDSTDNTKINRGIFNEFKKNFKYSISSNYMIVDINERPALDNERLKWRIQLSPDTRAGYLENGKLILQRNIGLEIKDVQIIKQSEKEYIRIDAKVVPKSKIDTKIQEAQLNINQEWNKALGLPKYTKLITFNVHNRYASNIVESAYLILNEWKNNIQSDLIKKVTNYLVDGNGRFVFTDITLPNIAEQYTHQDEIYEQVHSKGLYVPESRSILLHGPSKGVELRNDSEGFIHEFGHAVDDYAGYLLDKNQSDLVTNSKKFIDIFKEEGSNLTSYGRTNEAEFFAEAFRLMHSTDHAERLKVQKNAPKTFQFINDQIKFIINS
Y pestis TopoI: blocks Yersinia pestis topoisomerase I activity; Y. pestis Topo-I cleavage product accumulation, plate reader; activity, % at 10 µM; 0.064% of 360,000 active; AID 504884; in the data active means activity above about 50%, passing the limit was not always enough; inconclusive means no clear call, values can overlap the other calls; further: inactives centre near 2
MazEF act: increases E. coli MazEF RNase cleavage of RNA; P0AE70; FAM/BHQ RNA-DNA oligo cleavage fluorescence, 5 h; activation, % at 20 µM; 0.32% of 350,000 active; AID 504720; in the data active means activation above about 50%
Target sequence (P0AE70 whole entry, looked up): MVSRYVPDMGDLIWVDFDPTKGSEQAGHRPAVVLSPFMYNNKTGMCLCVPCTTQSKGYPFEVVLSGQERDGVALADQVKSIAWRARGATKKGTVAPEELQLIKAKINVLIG
TcdB GH inh: blocks C. difficile toxin B glycohydrolase activity; 0.24% of 350,000 active; AID 652162; P18177; inhibition, % at 9.99 µM; TcdB glycohydrolase enzymatic assay, plate reader; in the data active means inhibition above about 10%
3CLpro inhibitor: SARS-CoV 3CLpro protease inhibition; P0C6X7; recombinant SARS-CoV 3CLpro, quenched FRET peptide cleavage; inhibition, % at 6 µM; 0.14% of 290,000 active; AID 1706; in the data active means inhibition above about 12%
Rv3671c protease: Rv3671c (M. tuberculosis) protease inhibition; inhibition, % at 5.96 µM; 0.048% of 320,000 active; AID 2606; in the data active means inhibition above about 38%;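 further: extracellular domain of Rv3671c used as enzyme; 0% = enzyme with DMSO and 100% = no enzyme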
PriA SSB inh: K. pneumoniae PriA-SSBct interaction inhibition. AlphaScreen SSBct-PriA binding, biotinylated peptide. inhibition, % at 33 µM. 0.6% of 430,000 active; in the data active means inhibition mostly above about 37%, no sharp cut-off; inactive means mostly below about 20%;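 further: plate controls were negative control peptide for no effect and reference peptide for full effect; strong numbers were not always called active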
* marks the source's active call; other numbers are inactive results; i = inactive; ? = inconclusive; · = not tested or not shown.

#1 COc1ccc(C)cc1NC(=O)C(OC(=O)Cn1cnc2c1c(=O)n(C)c(=O)n2C)c1ccccc1 (stereo unspecified)
#2 Nc1nc(Nc2ccc(Cl)cc2)nc(NCCO)c1[N+](=O)[O-]
#3 O=C(CCCCl)NC(=S)Nc1cc(C(F)(F)F)ccc1N1CCOCC1
#4 CCn1c(Cc2ccccc2)nnc1SCC(=O)Nc1ccccc1O
#5 COc1cc(C2c3cc4c(cc3CC3COC(=O)C32)OCO4)cc(OC)c1OC (stereo unspecified)
#6 CCCCc1cc(=O)oc2cc(C)cc(OCC(=O)N3C[C@H]4C[C@@H](C3)c3cccc(=O)n3C4)c12
#7 Cc1onc(-c2ccccc2Cl)c1C(=O)Nc1sc2c(c1C#N)CCC2
#8 CO/N=C(/CNC(=O)c1ccc(Cl)cc1Cl)c1ccc(Cl)cc1

entry no.	1	2	3	4	5	6	7	8
Vc quorum ag	-5.3	0.9	0.6	1.8	-0.4	-0.3	-0.3	4.6
VHR inh abs	·	9	12	34	·	29	-11	23
PfHsp40 yeast	-1.3	·	-0.3	-0.8	1.2	0.3	4.8	0.0
Anthrax LF inh2	·	4	-1	-9	1	-3	-4	-4
Y pestis TopoI	1	0	8	9	7	7	14	10
MazEF act	2	15	9	5	5	-21	9	15
TcdB GH inh	3.5	1.9	0.8	0.7	0.4	0.3	0.3	·
3CLpro inhibitor	·	2	8	-2	·	-4	3	0
Rv3671c protease	3	2	-11	4	2	0	-1	14
PriA SSB inh	-1	2	-18	-11	-2	·	-18	·

#9 COc1cc(C2NC(=O)NC(c3ccccc3)=C2C(C)=O)c(Br)cc1OCC(N)=O (stereo unspecified)
#10 O=C(Oc1ccc(OC(=O)c2ccncc2)cc1)c1ccncc1
#11 CCOC(=O)N/N=C/c1c(C)nn(-c2cccc(C(F)(F)F)c2)c1Cl
#12 Cc1ccc(-c2nc3ncccc3o2)cc1N
#13 Cc1cc(C)c(NC(=O)CN(C)C(=O)CCN2C(=O)C3CCCCC3C2=O)c(C)c1 (stereo unspecified)
#14 Cc1cc(Cc2ccc([N+](=O)[O-])cc2)c(C)cn1
#15 COc1ccc(NC(=O)c2cc(-c3ccc(C)cc3)on2)cc1OC
#16 Cc1cc(C)n(Cc2ccc(Cl)c(Cl)c2)c(=O)c1S(=O)(=O)c1ccccc1

entry no.	9	10	11	12	13	14	15	16
Vc quorum ag	i	2.3	-0.2	i	-5.6	i	i	-0.5
VHR inh abs	4	·	3	6	·	22	33	5
PfHsp40 yeast	-0.1	-0.2	8.1	-0.8	·	0.5	0.4	-1.8
Anthrax LF inh2	7	-9	-1	4	-2	-11	-16	-1
Y pestis TopoI	7	6	2	0	-5	-4	-2	6
MazEF act	4	-3	2	8	12	2	9	10
TcdB GH inh	0.6	1.8	·	1.5	0.2	-3.0	-0.1	·
3CLpro inhibitor	1	·	1	-4	·	-1	-6	1
Rv3671c protease	2	1	-18	6	·	0	6	·
PriA SSB inh	-21	0	·	-17	·	6	0	-9

Arranged by length of the SMILES (descending): part of the list above.
#9 COc1cc(C2NC(=O)NC(c3ccccc3)=C2C(C)=O)c(Br)cc1OCC(N)=O (stereo unspecified)
#16 Cc1cc(C)n(Cc2ccc(Cl)c(Cl)c2)c(=O)c1S(=O)(=O)c1ccccc1
#11 CCOC(=O)N/N=C/c1c(C)nn(-c2cccc(C(F)(F)F)c2)c1Cl
#14 Cc1cc(Cc2ccc([N+](=O)[O-])cc2)c(C)cn1
#12 Cc1ccc(-c2nc3ncccc3o2)cc1N

entry no.	9	16	11	14	12
Vc quorum ag	i	-0.5	-0.2	i	i
VHR inh abs	4	5	3	22	6
PfHsp40 yeast	-0.1	-1.8	8.1	0.5	-0.8
Anthrax LF inh2	7	-1	-1	-11	4
Y pestis TopoI	7	6	2	-4	0
MazEF act	4	10	2	2	8
TcdB GH inh	0.6	·	·	-3.0	1.5
3CLpro inhibitor	1	1	1	-1	-4
Rv3671c protease	2	·	-18	0	6
PriA SSB inh	-21	-9	·	6	-17

(cont.)
#17 CC1(c2ccc3noc(-c4ccccc4)c3c2)OCCO1
#18 O=C(C1CCN(S(=O)(=O)c2ccc3c(c2)OCCO3)CC1)N1CCc2ccccc21
#19 CCOC(=O)C(Cc1ccccc1)c1ccnc2nc(N)nn12 (stereo unspecified)
#20 CCC(C)(C(=O)Nc1ccccc1C)N(C(=O)CNC(C)=O)c1ccccc1C (stereo unspecified)
#21 COc1cc(C(=O)N(C)C2CCCN(Cc3ccccc3F)C2)cc(OC)c1OC (stereo unspecified)
#22 Cc1nn(C(C)(C)C)c(OC(=O)CC(C)C)c1S(=O)(=O)c1ccccc1
#23 COC(=O)C1SCC2C(=O)N(Cc3ccc(Cl)c(Cl)c3)CC(=O)N21 (stereo unspecified)
#24 COc1ccc(NC(=O)NS(=O)(=O)c2ccc(C)cc2)cc1OC

entry no.	17	18	19	20	21	22	23	24
Vc quorum ag	i	-11	-0.7	-0.2	i	-1.6	0.0	i
VHR inh abs	31	39	25	6	19	10	2	·
PfHsp40 yeast	1.7	2.6	0.1	0.5	-1.3	0.9	0.0	-0.5
Anthrax LF inh2	5	-1	0	-3	3	11	0	1
Y pestis TopoI	3	42	5	4	-10	19	4	-10
MazEF act	-2	7	7	1	0	-2	-3	8
TcdB GH inh	·	·	-1.6	·	0.1	0.1	1.0	-0.7
3CLpro inhibitor	-1	4	-2	-5	2	2	4	·
Rv3671c protease	3	-9	-3	-15	-4	-5	-2	5
PriA SSB inh	-9	0	-17	-10	-9	-2	-2	6

#25 OCCOc1ccc(C2=NCCO2)cc1
#26 Cc1cc(=O)[nH]c(SCC(=O)N2CCC(C(N)=O)CC2)n1
#27 O=C(CSc1nnc(CNC(=O)c2ccccc2F)o1)NCC1CCCO1 (stereo unspecified)
#28 CCCCC(=O)Nc1nnc(S(=O)(=O)N(C)Cc2ccco2)s1
#29 CC(OC(=O)c1cccnc1Cl)C(=O)NCc1ccccc1 (stereo unspecified)
#30 CSc1nsc2nc(=O)c(/C=C3\C=Nc4ccccc43)c(N)n12
#31 CC(=O)Nc1sc(N)nc1-c1ccccc1
#32 CCn1c(=O)c(=O)[nH]c2cc(C(=O)N3CCN(c4ccccc4F)CC3)ccc21

entry no.	25	26	27	28	29	30	31	32
Vc quorum ag	-0.5	-0.6	1.4	-3.1	-0.4	-0.7	-0.2	-0.3
VHR inh abs	1	-13	16	-14	·	15	25	21
PfHsp40 yeast	0.7	-1.7	0.1	1.1	-1.0	3.1	0.8	0.4
Anthrax LF inh2	-1	-3	4	-4	-12	0	-6	1
Y pestis TopoI	0	8	2	1	4	-8	4	7
MazEF act	0	-7	2	-2	13	-22	3	5
TcdB GH inh	0.7	·	5.8	0.8	0.3	-1.4	-8.6	·
3CLpro inhibitor	0	4	2	6	·	5	-3	1
Rv3671c protease	0	-8	1	-10	6	-18	-4	-64
PriA SSB inh	-4	-1	10	4	0	·	-15	-16

#33 CCOC(=O)C1CC2CC(C1)CN(C(=O)C1CCCCC1)C2 (stereo unspecified)
#34 CCOC(=O)c1nc(NCc2ccccc2F)c2ccccc2n1
#35 CC(C)CCNC(=O)NC(=O)COC(=O)C1CCN(S(=O)(=O)c2ccccc2F)CC1
#36 O=C(COC(=O)c1cc(Cl)ccc1O)NNC(=O)c1ccc([N+](=O)[O-])cc1
#37 Cc1c(C(=O)Nc2nc3ccccc3[nH]2)oc2c(Cl)cccc12
#38 CNC(=O)COC(=O)c1ccc(Cl)c(S(=O)(=O)N2CCCC2)c1
#39 CN(C)CCOc1ccc(-c2c(-c3ccccc3)sc3ccccc23)cc1
#40 O=C1OC(c2ccc(Br)cc2)=N/C1=C\c1ccco1

entry no.	33	34	35	36	37	38	39	40
Vc quorum ag	i	-0.4	-2.7	i	i	i	-0.6	-0.4
VHR inh abs	23	14	-5	·	8	0	·	8
PfHsp40 yeast	0.1	1.4	-0.6	-1.1	-0.2	0.2	33*	-1.1
Anthrax LF inh2	-3	1	0	1	-2	-7	-7	-1
Y pestis TopoI	2	-8	25	-9	-5	3	-12	1
MazEF act	4	4	1	4	-22	11	6	-10
TcdB GH inh	0.4	1.0	·	2.3	-0.5	1.4	5.8	-0.1
3CLpro inhibitor	2	2	-3	·	0	0	·	3
Rv3671c protease	-7	3	-5	10	-3	6	8	3
PriA SSB inh	-15	-19	5	-11	-8	5	38	-11

#41 CC(C)(C)c1cc2nc3c(c(=O)n2[nH]1)CN(Cc1ccccc1)C3=O
#42 CCc1ccc2c(c1)c1nc(C)sc1n2CC
#43 O=C1CC(c2ccccc2)c2ccccc21 (stereo unspecified)
#44 Cc1ccc(NC(=O)CC2NCCNC2=O)cc1 (stereo unspecified)
#45 COc1ccccc1NC(=O)C/C(C)=N/NC(=O)c1ccccn1
#46 O=C(N/N=C\C=C\c1ccc2c(c1)OCO2)c1cccnc1
#47 COc1ccccc1Cn1c(=S)[nH]c2cc(C(=O)NCc3cccnc3)ccc2c1=O
#48 COCCNc1ncnc2c1ncn2[C@H]1CN(Cc2ccco2)C[C@@H](CO)O1

entry no.	41	42	43	44	45	46	47	48
Vc quorum ag	-0.4	i	-0.7	-5.2	i	-6.7	i	i
VHR inh abs	-4	32	9	-1	18	-1	33	·
PfHsp40 yeast	·	0.0	-0.5	0.7	-0.1	0.1	-1.2	·
Anthrax LF inh2	-13	·	0	-2	-8	-1	2	11
Y pestis TopoI	-5	8	-12	4	-4	-2	18	-7
MazEF act	3	0	12	-4	1	2	9	·
TcdB GH inh	0.2	·	0.5	·	0.8	1.1	1.1	-0.6
3CLpro inhibitor	0	2	0	5	-3	2	2	·
Rv3671c protease	1	0	1	4	-1	5	-64	·
PriA SSB inh	-6	-7	-26	-2	·	·	0	·

#49 CN(C)/C=C/C(=O)c1cccc(Cl)c1
#50 CCN(CC)CCN(Cc1cc2cc3c(cc2[nH]c1=O)OCO3)C(=S)NC
#51 N#Cc1ccccc1S(=O)(=O)N1CCN(S(=O)(=O)c2ccc(Br)c(C(=O)O)c2)CC1
#52 Cc1nc(N2CCN(C)CC2)c2c(C)c(C(=O)Nc3ccc(F)cc3)sc2n1
#53 CC(C)c1ccccc1NC(=O)COC(=O)c1cc([N+](=O)[O-])ccc1N1CCOCC1
#54 Cc1ccccc1CSCC(=O)N/N=C/c1cccs1

entry no.	49	50	51	52	53	54
Vc quorum ag	5.3	i	1.5	i	0.7	-0.7
VHR inh abs	0	14	15	55*	·	19
PfHsp40 yeast	-1.3	1.6	-1.1	0.1	0.2	3.1
Anthrax LF inh2	-4	9	2	-5	?	-2
Y pestis TopoI	17	5	4	-4	10	9
MazEF act	9	4	3	-4	-9	6
TcdB GH inh	·	0.7	-0.3	·	0.2	·
3CLpro inhibitor	4	-1	5	-2	·	0
Rv3671c protease	-4	-3	-7	-4	-3	-6
PriA SSB inh	5	-8	6	-17	-7	·

A portion of the library. The share of hits here may be higher or lower than overall.
